# Compound activity: PubChem BioAssay, several laboratories
# BH1578 lux ind: quorum light induction in luxS cqsA deficient V. cholerae; V. cholerae BH1578 lux reporter, luminescence, 6 h; activation, % at 18.7 µM; 350,000 tested, 0.16% active; in the data active = activation mostly above about 9.7%, no sharp cut-off; inconclusive = no clear call, values can overlap the other calls; inactive = mostly below about 3.7%; note: not every result past the cut was called active; inactives centre near 0; reference of the scale not given here
# FadD28 binding: blocks FadD28 binding to the bisubstrate probe; fluorescence polarization; inhibition, % at 12.5 µM; 360,000 tested, 0.22% active; AID 588549; in the data active = inhibition above about 8.5%, passing the limit was not always enough; inconclusive = no clear call, values can overlap the other calls
# PfHsp40 yeast: compounds rescuing yeast from Plasmodium falciparum HSP40 toxicity. S. cerevisiae expressing PfHsp40, growth rescue, ATP luminescence. growth rescue, % at 12.5 µM. 340,000 tested, 0.68% active; in the data active = growth rescue above about 28%, passing the limit was not always enough; inconclusive = no clear call, values can overlap the other calls;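 note: yeast W303a lacking pdr1 and pdr3 grown in galactose medium; growth measured after three days at 30 °C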
# BioA inh: blocks M. tuberculosis BioA enzyme activity; 360,000 tested, 0.096% active; AID 602481; purified M. tuberculosis BioA enzyme, plate reader; inhibition, % at 9.99 µM; in the data active = inhibition above about 40%; inconclusive = no clear call, values can overlap the other calls
# Mtb FBA inh: inhibitors of M. tuberculosis fructose-bisphosphate aldolase | P9WQA3 | inhibition, % at 1 µM | AID 588726 | 360,000 tested, 2.3% active | purified M. tuberculosis FBA, fluorescence read-out; in the data active = inhibition above about 27%;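 note: 0% = vehicle and 100% = reference inhibitor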
# Target sequence (P9WQA3 whole entry, looked up): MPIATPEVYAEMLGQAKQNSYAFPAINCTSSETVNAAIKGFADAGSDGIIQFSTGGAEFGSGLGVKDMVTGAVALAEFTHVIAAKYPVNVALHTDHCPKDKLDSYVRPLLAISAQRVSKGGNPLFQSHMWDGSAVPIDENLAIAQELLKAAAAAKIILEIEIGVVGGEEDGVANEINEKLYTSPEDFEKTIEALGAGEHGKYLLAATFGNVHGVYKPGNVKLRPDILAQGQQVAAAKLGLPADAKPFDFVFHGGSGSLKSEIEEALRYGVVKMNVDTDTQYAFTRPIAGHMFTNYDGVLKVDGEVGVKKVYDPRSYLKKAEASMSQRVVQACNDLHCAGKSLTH
# Mtb UGM inh: inhibitors of M. tuberculosis UDP-galactopyranose mutase; P9WIQ1; purified UGM, fluorescence polarization probe displacement; inhibition, % at 10 µM; 320,000 tested, 0.06% active; in the data active = inhibition above about 10%, passing the limit was not always enough; inconclusive = no clear call, values can overlap the other calls
# Target sequence (P9WIQ1 whole entry, looked up): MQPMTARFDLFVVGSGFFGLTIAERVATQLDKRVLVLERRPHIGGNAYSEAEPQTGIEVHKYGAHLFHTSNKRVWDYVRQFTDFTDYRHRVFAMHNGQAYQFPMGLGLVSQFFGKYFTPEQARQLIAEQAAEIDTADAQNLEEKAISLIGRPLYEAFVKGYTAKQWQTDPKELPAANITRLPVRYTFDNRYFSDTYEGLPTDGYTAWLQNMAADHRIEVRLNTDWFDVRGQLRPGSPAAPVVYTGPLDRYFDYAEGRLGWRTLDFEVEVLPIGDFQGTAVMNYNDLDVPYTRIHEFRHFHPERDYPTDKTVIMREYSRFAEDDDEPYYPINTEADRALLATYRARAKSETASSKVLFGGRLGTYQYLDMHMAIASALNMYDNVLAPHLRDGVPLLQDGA
# TcdB GH inh: inhibitors of Clostridioides difficile toxin B glycohydrolase; TcdB glycohydrolase enzymatic assay, plate reader; inhibition, % at 9.99 µM; 350,000 tested, 0.24% active; in the data active = inhibition above about 10%
# Y pestis TopoI: blocks Yersinia pestis topoisomerase I activity | Y. pestis Topo-I cleavage product accumulation, plate reader | activity, % at 10 µM | 360,000 tested, 0.064% active | AID 504884; in the data active = activity above about 50%, passing the limit was not always enough; inconclusive = no clear call, values can overlap the other calls; note: inactives centre near 2
# GDH-TPI inh: GDH-TPI coupled enzyme inhibition counter-screen. GDH-TPI coupled enzyme counterscreen, NADH absorbance. 360,000 tested, 1.2% active. inhibition, % at 4.8 µM; in the data active = inhibition above about 30%;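 note: 0% = DMSO wells and 100% = wells lacking the enzyme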
# Active calls of the source: *; i = inactive; u = inconclusive; x = no result given; & = joins results of further samples. Not a hit list (roughly 4.6% active in at least one column).
No.	molecule	BH1578 lux ind	FadD28 binding	PfHsp40 yeast	BioA inh	Mtb FBA inh	Mtb UGM inh	TcdB GH inh	Y pestis TopoI	GDH-TPI inh
1	N#Cc1ccc(CSc2nnc(NC(=O)CCc3nc4ccccc4c(=O)[nH]3)s2)cc1	-2.9	-0.6	1.8	-1.6	-1	-1.7	0.5	3	-10
2	COc1ccc(-n2nc3c(c2NC(=O)c2ccc(Br)cc2)CS(=O)C3)cc1 (stereo unspecified)	-0.2	-2.5	-0.7	-1.2	1	-0.2	0.7	-2	0
3	CC1CCN(C(=O)COC(=O)c2cccc(S(=O)(=O)N3CCOCC3)c2)CC1	-0.3	0.7	x	-3.9	3	x	-0.4	-8	4
4	CCSCCNC(=O)c1cncc(Br)c1	2.3	-1.0	-1.7	-0.7	0	2.3	x	-5	3
5	CCN(CC)CCCNC(=O)c1cc(-c2cccc(Cl)c2)on1	i	-3.3	1.1	x	0	-2.1	x	-2	-10
6	O=C(Nc1ccccc1)c1cc(C2CCCN(C(=O)c3ccc4c(c3)CCO4)C2)on1 (stereo unspecified)	-9.1	-0.8	x	4.5	-3	x	0.9	9	8
7	CCOC(=O)[C@@H]1[C@H]2COc3ccccc3[C@H]2N2C(=O)N(c3ccc(C)cc3)C(=O)[C@]12C	i	-1.8	9.7	-1.3	4	-0.8	1.3	12	8
8	O=C(NCc1ccco1)c1ccc(Br)s1	-0.4	-2.6	-0.1	3.8	0	0.9	x	-5	13
9	Cc1ccc(C2CC(c3ccccc3)=NN2C(=S)Nc2ccccc2)o1 (stereo unspecified)	-0.5	-0.4	2.0	-1.2	3	-2.5	x	-9	8
10	O=C(COC(=O)Cn1cnc2ccccc2c1=O)Nc1ccc(Cl)cc1	x	-0.8	-1.4	x	-4	1.9	0.5	-5	-2
11	Fc1cccc(CN2CCN(Cc3nc(-c4cnccn4)no3)CC2)c1	i	-1.1	0.2	x	-2	3.3	2.5	0	-2
12	CC1CC(C)CN(C(=O)C2CC(=O)N(c3ccc4c(c3)OCCO4)C2)C1 (stereo unspecified)	-0.4	-3.3	-2.1	0.7	2	1.2	0.3	1	-11
13	Cc1nn(C)cc1/C=C(/C#N)C(N)=O	-0.6	-3.1	-0.1	x	1	-5.3	x	3	11
14	CCn1cnc2sc(C(=O)N(Cc3ccc(N(C)C)cc3)Cc3ccco3)c(C)c2c1=O	i	-4.6	1.4	x	-2	0.7	x	38	0
15	Cc1ccc(CNC(=O)c2ccc(C)s2)cc1	7.1	-2.3	0.7	-0.7	0	-1.9	-0.3	-11	-1
16	COCCCN(C(=S)Nc1ccc(C)cc1Cl)C(C)c1ccncc1 (stereo unspecified)	-2.7	-2.4	-0.9	-2.1	-3	1.7	x	-5	-3
17	COC(=O)[C@H]1C[C@H](OC(=O)NCc2ccccc2)[C@@]2(O)CN(S(=O)(=O)c3ccc(C)cc3)CC2[C@H]1C(=O)OC (stereo partly specified)	-0.4	-0.7	x	-1.6	1	x	1.8	7	7
18	CC12CCC(C(=O)Nc3ccccc3Br)(C/C1=N\O)C2(C)C (stereo unspecified)	4.0	-0.5	-0.3	0.2	2	-1.4	x	0	10
19	O=C(NCCCCCNC(=O)c1ccccn1)c1ccccn1	-0.9	0.4	0.0	-0.3	0	1.1	0.8	-6	3
20	COc1ccc2c(c1)CC[C@@H]1[C@@H]2CC[C@]2(C)[C@@H](C(C)=O)C[C@@H]12	-4.0	0.3	0.3	1.4	1	-2.0	0.9	6	-6
21	CC(Oc1ccc(F)cc1)C(=O)N1CCN(c2ncccn2)CC1 (stereo unspecified)	-3.6	-2.6	-0.2	-0.2	2	0.1	-0.1	1	-6
22	CSCCC(NC(=O)COc1ccccc1)C(=O)N1CC(C)CC(C)C1 (stereo unspecified)	i	1.4	0.8	-1.8	1	-2.0	2.8	17	5
23	Cc1ccc(CN(C)C(=O)CCNS(=O)(=O)c2ccccc2)o1	-1.7	-2.3	-0.6	0.8	-1	5.4	0.5	5	-7
24	CCOC(=O)COc1ccc(C(=O)Nc2cccc(Cl)c2C)cc1	0.8	-1.5	-0.7	x	2	2.4	0.5	5	-3
25	CN(C(=O)c1cccc(S(=O)(=O)N2CCOCC2)c1)c1c(N)n(Cc2ccccc2)c(=O)[nH]c1=O	i	-1.7	-0.3	1.2	3	0.7	-0.9	-3	0
26	CCc1cc(C(=O)c2ccc(OC)cc2)c(NC(=O)CN2CCCCC2)s1	-0.6	-0.8	0.4	-1.0	-1	1.4	0.4	4	-3
27	Cc1cc(C(=O)OCC(=O)NC2CCS(=O)(=O)C2)c2ccccc2n1 (stereo unspecified)	-1.1	-2.1	0.9	-1.1	3	-1.6	-0.3	3	-4
28	COc1cc(/C=N\Nc2cc(=O)n(C)c(=O)n2C)ccc1O	-0.2	2.0	0.6	x	0	-3.6	x	-3	18
29	NSc1nc(N)c2nc(-c3ccccc3)c(-c3ccccc3)nc2n1	i	-2.0	0.3	-0.7	23	-0.7	0.3	-1	6
30	Nc1cc(=O)nc(SCC(=O)NC2CCCCC2)n1-c1ccccc1	-0.4	-0.1	0.0	1.9	1	1.6	x	-12	5
31	CC(=O)Nc1ccc(NC(=O)CSc2nc3ccccc3nc2N2CCCCC2)cc1	-0.4	-2.8	-0.5	0.4	0	-3.5	0.5	13	9
32	CCOC(=O)CNc1c(N2CCN(c3ccccn3)CC2)c(=O)c1=O	-0.2	-1.8	-1.2	3.7	-2	1.8	-0.3	-1	11
33	O=C(CSc1ccc(-c2cccnc2)nn1)N1CCCCCC1	i	-1.8	3.3	24	-1	-2.8	-0.9	2	-7
34	CN(c1ccc(OCC(=O)Nc2nc3ccccc3s2)cc1)S(=O)(=O)c1ccccc1	2.3	-4.7	-1.5	6.5	-2	-0.6	0.2	-4	-2
35	COc1ccc(C(=O)NC2CCN(CC(=O)NCc3ccccc3F)CC2)cc1	1.1	-0.9	-0.3	x	3	0.7	-0.9	-1	-7
36	CCOC(=O)CSc1nc2cc3c(cc2cc1CC)OCCO3	-5.0	-2.7	-0.3	-0.7	-2	1.4	x	-2	12
37	Cn1c(=O)c2c(nc(Oc3ccccc3Cl)n2C)n(C)c1=O	-0.5	-0.3	1.9	x	1	3.6	1.0	1	9
38	CC1CCCC(NC(=O)COC(=O)c2ccc3c(c2)OCCO3)C1C (stereo unspecified)	i	0.6	0.1	-1.1	0	0.7	-0.4	7	6
39	NC(=O)c1c(NC(=O)CSc2nc(N)cc(=O)[nH]2)sc2c1CCCC2	2.4	-3.0	-0.6	x	-3	-0.7	1.6	3	9
40	CCCN(C)C[C@H]1OCc2cnnn2CCCC(=O)N([C@H](C)CO)C[C@@H]1C	x	-1.9	x	-1.2&-0.5	1	x	0.7&0.2	x	x
41	CCN(C(=O)COn1nnc2ccc(S(=O)(=O)N(C)C)cc21)C1CCS(=O)(=O)C1 (stereo unspecified)	-2.7	-1.5	-0.3	0.6	0	-0.2	-0.1	-1	1
42	C=CCC1(CC=C)CCCN1C(=O)C1CCC(=O)N(CCc2ccc(Cl)cc2)C1 (stereo unspecified)	-6.7	-0.1	-0.7	1.3	3	-2.1	1.3	18	9
43	Cc1ccc(OCC(=O)NCCS(=O)(=O)N2CCN(c3ccccc3)CC2)cc1	-0.4	u	1.2	0.2	-2	0.9	-0.3	3	10
44	CCCCN(C(C)=O)c1c(CC)nc2ccc(C(=O)Nc3cccc(OCC(=O)N(C)C)c3)cn12	-0.4	0.0	x	0.1	4	x	1.3	3	7
45	COc1ccc(Cl)cc1Nc1nc(C)cc(=O)[nH]1	i	-2.3	1.0	-0.1	3	2.8	x	3	-6
46	C[C@@H]1CN([C@H](C)CO)C(=O)c2cc(Br)cnc2O[C@@H]1CN(C)C(=O)c1cccc(F)c1	-1.1	-3.1	x	0.7&7.2	-1	x	0.5&-0.3	4	9
47	CCN(CC)C(=O)C1CCN(c2ncnc3c2cnn3-c2ccc(C)cc2C)CC1	-0.6	-1.2	0.4	1.4	6	-2.1	x	18	9
48	CCCCN1C(=O)C(CC(=O)NCC2CCCCC2)CC(C(=O)N2CCOCC2)=C1C (stereo unspecified)	-0.7	-0.7	x	-2.8	-1	x	0.7	-3	0
49	COc1ccccc1Cn1c(=S)[nH]c2cc(C(=O)NC(C)C)ccc2c1=O	-0.6	-2.4	-3.0	x	0	-1.8	1.4	-1	1
50	CCOC(=O)c1cn(-c2ccccc2)nc1-c1cccnc1	-2.1	-1.1	-0.6	-1.0	-2	2.2	x	1	7
51	CCOC(=O)CSc1nc2cc(C(=O)NCc3ccco3)ccc2c(=O)n1C1CCCCC1	-0.9	-0.8	-0.9	x	-1	1.6	0.8	1	6
52	COc1ccc(Nc2ncccc2C(=O)O)cc1	-0.4	-0.3	-1.5	-2.6	1	-0.8	x	1	10
53	COc1ccc(C2C(C(=O)NCCN(C)C)c3cc(OC)c(OC)cc3C(=O)N2C)cc1OC (stereo unspecified)	-0.5	-3.3	1.7	-1.7	-4	0.7	x	-12	-9
54	Cc1ccc(NC(=O)COC(=O)c2ccccc2-c2nc3ccccc3s2)c(C)c1	-0.3	-2.1	9.0	x	-4	5.6	-9.3	9	3
55	CCOC(=O)N1CCN(C(=O)c2ccc3c(=O)n(-c4cc(OC)ccc4OC)c(=S)[nH]c3c2)CC1	-0.1	0.6	-0.5	x	8	-0.9	2.6	2	1
56	O=S(=O)(c1ccc(Cl)cc1)N1CCN(c2ccc(N3CCOCC3)nn2)CC1	-0.3	-0.7	-1.1	-0.6	9	1.8	x	17	7
57	Cc1ccc(-n2c(C)cc(/C=N/NC(N)=S)c2C)cc1	-3.6	-0.7	0.1	x	-1	-1.1	x	-3	14
58	Cc1cc(=O)[nH]c2c1c(C)nn2C(C)(C)C	-0.5	-3.1	0.5	0.1	0	-0.2	-0.6	4	-2
59	COC(=O)c1[nH]c2c(c1C)C(=O)CC(c1ccc(OC)c(OC)c1)C2 (stereo unspecified)	0.8	x	-0.3	6.4	1	2.9	0.8	-1	-1
60	O=C(Cc1ccccc1)NC(NC(=S)Nc1cc(Cl)ccc1Cl)C(Cl)(Cl)Cl (stereo unspecified)	3.0	-4.9	1.0	-1.1	-8	0.4	x	-2	-6

# Rewritten as labelled records: part of the list above.
48. CCCCN1C(=O)C(CC(=O)NCC2CCCCC2)CC(C(=O)N2CCOCC2)=C1C (stereo unspecified)
  BH1578 lux ind: -0.7	FadD28 binding: -0.7	PfHsp40 yeast: x	BioA inh: -2.8	Mtb FBA inh: -1	Mtb UGM inh: x	TcdB GH inh: 0.7	Y pestis TopoI: -3	GDH-TPI inh: 0
49. COc1ccccc1Cn1c(=S)[nH]c2cc(C(=O)NC(C)C)ccc2c1=O
  BH1578 lux ind: -0.6	FadD28 binding: -2.4	PfHsp40 yeast: -3.0	BioA inh: x	Mtb FBA inh: 0	Mtb UGM inh: -1.8	TcdB GH inh: 1.4	Y pestis TopoI: -1	GDH-TPI inh: 1
50. CCOC(=O)c1cn(-c2ccccc2)nc1-c1cccnc1
  BH1578 lux ind: -2.1	FadD28 binding: -1.1	PfHsp40 yeast: -0.6	BioA inh: -1.0	Mtb FBA inh: -2	Mtb UGM inh: 2.2	TcdB GH inh: x	Y pestis TopoI: 1	GDH-TPI inh: 7

# Going on with the list:
No.	molecule	BH1578 lux ind	FadD28 binding	PfHsp40 yeast	BioA inh	Mtb FBA inh	Mtb UGM inh	TcdB GH inh	Y pestis TopoI	GDH-TPI inh
61	NC(=O)COC(=O)CN1C(=O)C2CCCCC2C1=O (stereo unspecified)	-1.6	-2.9	-1.2	x	0	1.3	x	3	-2
62	CCCOc1ncnc2c1[nH]c1ccc(OC)cc12	-0.4	0.7	0.2	x	18	-0.9	-1.0	2	5
63	O=C(CN1CCOCC1)Nc1cccc(C(=O)Nc2cccc(C(F)(F)F)c2)c1	-0.3	-4.4	0.9	1.4	5	1.7	x	-1	1
64	CCC1CCCCN1CCCNC(=O)c1cc2c(Cl)nc3ccccc3c2s1 (stereo unspecified)	-0.1	-6.1	2.7	x	-4	-0.7	1.2	-6	0
65	O=C(CCc1ccccc1)N1Cc2cc(N3CCCCC3)ccc2-n2nncc2C1	x	-2.4	x	-3.1	2	x	0.9	x	x
66	Cc1ccc(C(=O)N(Cc2ccco2)c2c(N)n(Cc3ccccc3)c(=O)[nH]c2=O)cc1	0.0	-4.3	x	-0.3	-4	x	0.9	2	-5
67	CC(=O)Oc1ccc2c(c1)O/C(=C\c1ccncc1)C2=O	-0.6	-0.8	-0.2	-19	-14	0.2	x	5	23
